Giardia kill: Small Molecules that selectively kill Giardia lamblia: qHTS; Giardia lamblia trophozoite viability; activity change, % at 7.66 µM, hits read low; 340,000 tested, 0.15% active; in the data active = activity change below about -80%; inconclusive = between about -30% and that limit;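 also: parasites exposed to compound for two days anaerobically before the ATP read; % is scaled to controls: 0 for no effect and ±100 for the full control effect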
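Anaerobic 48 hrs incubation at 37 deg C of 100 trophozoites/well with test compounds; ATPLite 1-Step luminescence, 15-30 min RT, reports cellular ATP as viability.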
VP16 counter: VP16 counterscreen qHTS for inhibitors of ROR gamma transcriptional activity; AID 2546, 2010; Drosophila S2 Gal4-VP16 UAS-luciferase, luminescence, 20 h; 310,000 tested, 3.5% active; Potency, µM (top dose mostly 53.6 µM), for inactives: top-dose activity, negative = inhibition, hits mostly inhibitors;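 also: Gal4-VP16 expression switched on by copper sulfate through the metallothionein promoter; potency is read from the fitted curve at half-maximal effect; % is scaled to controls: 0 for no effect and ±100 for the full control effect; nearly all actives have a fitted effect of over 50% in size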
NPC1 promoter act: qHTS Assay for NPC1 Promoter Activators. Potency, µM (doses to about 9.22 µM), for inactives: top-dose activation, hits mostly activators. Huh7 NPC1 promoter luciferase reporter, 24 h. 320,000 tested, 2.4% active;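 also: potency is read from the fitted curve at half-maximal effect; % of control where 0% means no effect; nearly all actives have a fitted effect of over 60% in size; reporter is driven by a mutant NPC1 promoter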
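NPC1 promoter–luciferase Huh7 cells; 24 h compound; luminescence.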
BRCA1 expr act: qHTS Assay to Identify Small Molecule Activators of BRCA1 Expression | MCF7-BRCA1-FFLuc reporter, luminescence, 48 h; response scale: scaled: vehicle 0%, 10 µM genistein 100% | 380,000 tested, 1.1% active | Potency, µM (highest dose often 46.1 µM), inactives show top-dose activation, hits mostly activators; also: potency is read from the fitted curve at half-maximal effect; nearly all actives have a fitted effect of over 80% in size; some results filed as inactive show a strong effect at the top dose
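Quantitative HTS in MCF7 cells stably reporting BRCA1 expression via firefly luciferase. Compound treatment lasts 48 h at 37 °C in phenol-red free MEM. Activation is expressed relative to genistein at 10 microM and DMSO.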
ELG1 genotox: qHTS screen for small molecules that induce genotoxicity in human embryonic kidney (HEK293T) cells expressing luciferase-tagged ELG1; HEK293T ELG1-luciferase reporter, luminescence, 16 h; Potency, µM (series often up to 46 µM), inactives show at the top dose activity change, positive = activation, most hits filed as activators; 330,000 tested, 1.3% active; AID 504466, 2011; also: potency is read from the fitted curve at half-maximal effect; % of control where 0% means no effect; nearly all actives have a fitted effect of over 60% in size
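Quantitative HTS format in 1536-well plates. HEK293T ELG1-luciferase reporter cells receive test compound and are incubated 16 hr at 37 °C, 5% CO2; ONE-Glo added, 30 min room temperature, then luminescence read.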
p53 reactivation: qHTS assay for re-activators of p53 using a Luc reporter; H1299 p53-A138V BP100-luciferase reporter, luminescence, 24 h; Potency, µM (highest dose often 92.2 µM), for inactives: top-dose activity change, positive = activation, actives largely listed as activators; 320,000 tested, 0.063% active; also: potency is read from the fitted curve at half-maximal effect; % of control where 0% means no effect; nearly all actives have a fitted effect of over 45% in size
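H1299 (p53-null), stable ts p53-A138V + BP100-Luc; 1000 cells/well, Opti-MEM/10% FBS; cpd 4 pt, 1:5; 24 h, 37 deg C, 5% CO2; detection reagent 10 min RT; luminescence.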
FLuc modulator: qHTS profiling assay for firefly luciferase inhibitor/activator using purifed enzyme and Km concentrations of substrates (counterscreen for miR-21 project). purified FLuc, Km substrates, luminescence inhibition. Luciferin 4-monooxygenase (Photinus pyralis), P08659. Potency, µM (top dose mostly 57.5 µM), without a hit: top-dose activity change, negative = inhibition, actives largely listed as inhibitors. 360,000 tested, 6.9% active;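 also: potency is read from the fitted curve at half-maximal effect; plate controls were vehicle for no effect and reference inhibitor for full effect; nearly all actives have a fitted effect of over 55% in size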
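Purified P. pyralis luciferase, 10 nM final, with Km-level 10 uM D-luciferin and 10 uM ATP in 50 mM Tris acetate pH 7.5, 10 mM Mg acetate, 0.01% Tween-20, 0.05% BSA; 6-point qHTS titration about 60 µM downward; luminescence read.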
Rab9 promoter act: qHTS Assay for Rab9 Promoter Activators | Potency, µM (series often up to 9.22 µM), without a hit: top-dose activation, negative = inhibition, actives largely listed as activators | Huh7 Rab9 promoter-luciferase reporter, luminescence, 24 h | 320,000 tested, 2.8% active; also: potency is read from the fitted curve at half-maximal effect; % of control where 0% means no effect; nearly all actives have a fitted effect of over 60% in size
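Rab9 promoter-driven luciferase in stably transfected Huh7 cells; 1500 cells/well rested 2 h, exposed to compound in DMSO for 24 h at 37 °C, 5% CO2. Luminescence read 10 min after adding luciferase reagent at ambient temperature.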
Menin MLL FP TR: qHTS Assay for Inhibitors Targeting the Menin-MLL Interaction in MLL Related Leukemias: Competition With Texas Red Labeled MLL-derived Mutant Peptide | O00255 | Menin + Texas Red MLL mutant peptide, fluorescence polarization | Potency, µM (doses to about 61.6 µM), inactives show at the highest dose FP activity change, negative = inhibition, most hits filed as inhibitors | 270,000 tested, 0.23% active | AID 1768, 2009; active = well fitted inhibition curve with a large enough effect in the polarisation, with a control signal flat, not every such curve was filed as active; inconclusive = small, poorly fitted or top-dose-only effect, or effect the other way, or a change in a side signal; inactive = no such curve, though single readings can be large or run the other way; the % refers to the polarisation; also: potency is read from the fitted curve at half-maximal effect; % of control where 0% means no effect; many of its hits are not listed in these tables
RORgamma inh: qHTS for inhibitors of ROR gamma transcriptional activity; Drosophila S2 Gal4-RORgamma UAS-luciferase reporter, 20 h; 310,000 tested, 5.4% active; Potency, µM (highest dose often 53.6 µM), inactives show at the top dose activity change, negative = inhibition, usual class: inhibitors; Nuclear receptor ROR-gamma (Mus musculus), P51450; also: potency is read from the fitted curve at half-maximal effect; % is scaled to controls: 0 for no effect and ±100 for the full control effect; nearly all actives have a fitted effect of over 60% in size
Target sequence (P51450 whole entry, looked up, the tested form may be a part): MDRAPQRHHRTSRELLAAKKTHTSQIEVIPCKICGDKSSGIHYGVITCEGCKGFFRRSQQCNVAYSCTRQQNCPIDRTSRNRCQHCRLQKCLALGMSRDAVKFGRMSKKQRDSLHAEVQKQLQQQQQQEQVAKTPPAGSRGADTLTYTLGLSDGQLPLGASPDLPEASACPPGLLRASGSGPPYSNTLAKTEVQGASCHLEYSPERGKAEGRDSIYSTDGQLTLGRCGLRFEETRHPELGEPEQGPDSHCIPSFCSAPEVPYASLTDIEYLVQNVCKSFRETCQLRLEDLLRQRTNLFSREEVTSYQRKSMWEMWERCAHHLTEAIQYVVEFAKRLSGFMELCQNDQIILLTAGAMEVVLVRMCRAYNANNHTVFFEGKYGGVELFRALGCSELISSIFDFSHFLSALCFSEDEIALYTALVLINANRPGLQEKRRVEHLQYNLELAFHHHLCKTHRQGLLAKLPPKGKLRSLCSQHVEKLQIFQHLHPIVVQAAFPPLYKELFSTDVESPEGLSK
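Stably transfected Drosophila Schneider cells are the test system, with ROR gamma fused to Gal4 and luciferase under UAS control; luminescence is read after 20 hr of 700 uM copper sulfate induction at ambient temperature.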
PKM2 act: qHTS Assay for Activators of Human Muscle isoform 2 Pyruvate Kinase. purified PKM2, Kinase-Glo ATP luminescence, activation; response scale: 0% is enzyme alone, no compound. Potency, µM (titrated, usually from 57.5 µM), inactives show top-dose activation, most hits filed as activators. 260,000 tested, 0.34% active. AID 1631, 2009; also: potency is read from the fitted curve at half-maximal effect; % is scaled to controls: 0 for no effect and ±100 for the full control effect; nearly all actives have a fitted effect of over 55% in size
Target sequence (P14618 whole entry, looked up, canonical isoform): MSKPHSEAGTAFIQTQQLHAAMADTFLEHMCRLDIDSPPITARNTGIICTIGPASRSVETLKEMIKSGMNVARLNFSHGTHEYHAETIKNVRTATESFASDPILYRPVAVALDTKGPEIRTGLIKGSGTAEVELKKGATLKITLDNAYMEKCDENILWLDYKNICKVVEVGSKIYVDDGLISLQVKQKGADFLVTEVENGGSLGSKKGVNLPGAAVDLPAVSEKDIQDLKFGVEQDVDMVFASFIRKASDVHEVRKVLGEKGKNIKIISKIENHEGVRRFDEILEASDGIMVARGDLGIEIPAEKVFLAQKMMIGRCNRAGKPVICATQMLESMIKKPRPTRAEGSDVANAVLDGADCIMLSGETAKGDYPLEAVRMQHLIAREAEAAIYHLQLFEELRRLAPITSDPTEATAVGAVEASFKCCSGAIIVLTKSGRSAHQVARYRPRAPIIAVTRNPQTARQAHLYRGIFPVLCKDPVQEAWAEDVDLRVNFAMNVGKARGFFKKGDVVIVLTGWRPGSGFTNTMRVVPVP
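Purified hPK-M2 (>95% pure) converted ADP (0.1 mM final) to ATP with 0.5 mM PEP in 50 mM imidazole pH7.2, KCl, MgCl2, Tween 20, BSA; 1 h at room temperature. ATP detected by Kinase-Glo luminescence.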
An asterisk follows results filed as active; ? = inconclusive; nt = no result given; & = joins results of further samples; [ ] = another dose, or the depositor's remark. Unless noted, calls follow the shape of the dose curve; as a rule, active = well fitted curve in the direction sought with a large enough effect; inconclusive = small, poorly fitted or top-dose-only effect, or another doubt; inactive = no such curve, though single readings can be large; an effect the other way counts as inactive or inconclusive. These rows are one share of the data (hit frequency here may not be typical).

SMILES	Giardia kill	VP16 counter	NPC1 promoter act	BRCA1 expr act	ELG1 genotox	p53 reactivation	FLuc modulator	Rab9 promoter act	Menin MLL FP TR	RORgamma inh	PKM2 act
O=C(COC(=O)Cc1ccc(Cl)cc1)Nc1ccc2[nH]c(=O)[nH]c2c1	-10	nt	-1%	11%	0%	0%	5%	-1%	nt	nt	nt
COc1ccc(CC(=O)c2ccccc2C(=O)O)cc1	1	10%	1%	1%	0%	3%	1%	8%	-1%	25%	3%
COc1ccc(-c2ncncc2-c2ccccc2)c(O)c1	4	-2%	0%	18%	-12%	0%	-2%	6%	18%	-20%	nt
COc1ccccc1CSc1ncc(-c2ccc([N+](=O)[O-])cc2)[nH]1	4	-14%	14%	-17%	-1%	?	?	18%	?	?	-4%
CCc1ccc(C2C(C#N)=C(N)N(N3CCOCC3)C3=C2C(=O)CC(C)(C)C3)s1 (stereo not drawn)	-26	5%	-6%	23%	-5%	-6%	-2%	0%	-2%	1%	1%
Cn1cc(Cl)c(C(=O)N2CCN(c3ncccn3)CC2)n1	-5	-20%	0%	6%	-1%	10%	-3%	-1%	1%	13%	0%
O=C(CSc1ccccc1[N+](=O)[O-])NC1CCS(=O)(=O)C1 (stereo not drawn)	52[activator]	0%	5%	-2%	0%	-10%	4%	16%	-11%	-5%	-15%
O=S(=O)(c1ccc(F)cc1)n1ccc(-c2cccc(OCc3c(F)cccc3Cl)c2)n1	-3	-14%	-5%	-27%	-6%	6%	0%	0%	-25%	-4%	3%
COc1cc(C(=O)OCC(=O)NCCCc2ccccc2)ccc1OCC(C)C	0	-22%	-2%	3%	1%	-1%	-8%	3%	nt	?	3%
CC1(C)C(C=C(Cl)Cl)C1C(=O)N/N=C/c1ccccc1F (stereo not drawn)	2	-7%	0%	-4%	-1%	-18%	-8%	1%	3%	44%	15%
CCn1c(CNC(=O)c2cccs2)n[nH]c1=S	-3	-12%	-2%	-2%	0%	15%	2%	1%	-1%	-5%	-5%
CC1CCC(C(C)C)C(OC(=O)COC(=O)c2cccn2C)C1 (stereo not drawn)	5	2%	4%	-40%	-10%	3%	2%	1%	-3%	13%[10 µM]	-4%
COc1ccc(NC(=O)COC(=O)Cc2ccccc2[N+](=O)[O-])cc1OC	-2	-18%	-3%	-16%	0%	0%	-17%	17%	5%	?	1%
CCOc1cccc(C(=O)N(Cc2cccc(F)c2)C2CCS(=O)(=O)C2)c1 (stereo not drawn)	-6	-3%	-5%	-1%	-2%	-9%	3%	-2%	-6%	-1%	6%[0.46 µM]
CCOC(=O)CC(=O)CSc1nc(N)c(C#N)c(-c2ccc(Cl)cc2)c1C#N	-25	3%	5%	-44%	-3%	15%	-2%	-4%	?	29%	-1%
O=[N+]([O-])c1ccc(Oc2cnc3ccccc3n2)cc1	7	-4%	12%	73%	-5%	5%	-8%	?	20%	-7%	-13%
COc1cccc(CNS(=O)(=O)c2ccc3c(c2)CC(C)N3C(=O)C2CCC2)c1 (stereo not drawn)	13	?	-7%	-28%	-5%	-7%	2%&-19%	-15%	-10%	?	nt
FC(F)(F)c1cc(-c2ccc(Cl)cc2)nc2ncnn12	-5	3%	-1%	-46%	1%	-1%	4%	-1%	-2%	-4%	2%
CCC(C)N(C)C1CCN(C(=S)Nc2ccc(OC)cc2)CC1 (stereo not drawn)	8	-12%	4%	-7%	-2%	-5%	-4%	1%	1%	-3%	-1%
Cc1cccc(C(=O)NCC(=O)N(C)CC(=O)Nc2ccc(N3CCOCC3)cc2)c1	-1	1%	3%	-2%	13%	-11%	-2%	3%	nt	10%	-5%
CCOC(=O)N1CCN(C(=O)COc2ccc(S(=O)(=O)NC(C)C)cc2)CC1	11	-6%	1%	0%	-8%	0%	-1%	-2%	19%	16%	7%
Cc1nc(C2CC(=O)OC23CCCCC3)cs1 (stereo not drawn)	-8	-7%	-5%	2%	0%	-1%	2%	-3%	-1%	-5%	9%
CCOc1ccc(CCNC(=O)CN2C(=O)NC3(CCCC3)C2=O)cc1OCC	-1	-7%	-5%	4%	7%	13%	-1%	1%	nt	4%	-10%
COc1cc(CN2CCNC(=O)C2CC(=O)NCCCN2CCOCC2)cc(OC)c1 (stereo not drawn)	5	-4%	1%	-19%	5%	2%	1%	-5%	nt	34%	nt
CCCc1nc2ccccc2n1C(=S)SC	0	?	-9%	2%	-5%	3%	-14%	3%	-13%	11µM*	0%
CCN(CC)C(=O)Cn1cc(C(=O)C(=O)N(CC)C2CCCCC2)c2ccccc21	-21	6%	-3%	-17%	-1%	-8%	-2%	0%	nt	-11%	1%
Cc1ccc(CNS(=O)(=O)c2ccc(C(F)(F)F)cc2)n1C	-5	4%	1%	-22%	0%	-4%	0%	1%	nt	-16%	4%
CC(=O)Nc1ccc(-n2c(C)nc(=O)c(-c3ccccc3)c2C)cc1	?	-9%	6%	8%	-9%	-4%	0%	-2%	-12%	-4%	-11%
COc1ccc(CCNC(=O)C2CC(=O)N(C3CCCC3)C2)cc1OC (stereo not drawn)	-7	-5%	-2%	6%	0%	-4%	0%	-3%	-18%	12%	-14%
CCCC[n+]1ccn(-c2nc3ccccc3nc2[N-]S(=O)(=O)c2ccc(C)cc2)c1	-5	-7%	-4%	-23%	-4%	1%	1%	-9%	-1%	-17%	4%
CCOC(=O)/C(C#N)=C/c1ccc(OC(=O)c2ccco2)c(OCC)c1	5	-4%	-2%	-16%	0%	5%	-1%	-1%	-22%	-3%	16%
COc1ccc(CN2C(=O)c3cccnc3C2=O)cc1S(=O)(=O)NCc1ccccc1	36[activator]	-9%	-1%	-8%	4%	11%	1%	-2%	8%	2%	nt
Cc1ccc(NC(=O)CSc2ccc(-c3ccccn3)nn2)cc1	-7	-15%	0%	-27%	?	5%	-15%	2%	-21%	-15%	-2%
C=CCN1C(c2ccccc2)=CS/C1=C(\C#N)c1nnc2n1CCCCC2	1	3%	8%	8%	-13%	-4%	-3%	-8%	-16%	-16%	-3%
CC(C)(C)c1ccc(C(=O)NCC(=O)N2CCNC(=O)C2)cc1	-16	0%	-3%	9%	0%	1%	?	0%	nt	14%	nt
Cn1c(=O)cc(SCC(=O)N2CCCC2)c2cc(Cl)ccc21	-4	14%	-4%	4%[1.84 µM]	?	-9%	2%	7%	14%	-39%	-8%
Cc1ccccc1NC(=O)c1cc(N)ccc1N1CCCCC1	24	-26%	-7%	0%	1%	-9%	3%	-1%	?	-14%	14%
CC(C)C(NC(=O)OCc1ccccc1)C(=O)OCC(=O)N1C(C)CCCC1C (stereo not drawn)	-16	-6%	2%	34%	3%	-2%	?	1%	-3%	26%	-8%
COc1cccc(-c2cc(=O)c3ccccc3o2)c1N	nt	?	2.3µM*	nt	nt	nt	nt	2.1µM*	-8%	-37%	nt
Cn1c(=O)c(C(=O)NC2CCCCCC2)c(O)c2ccccc21	-14	12%	?	-27%	-23%	nt	?	?	-13%	-7%	1%
Cc1ccc([N+](=O)[O-])cc1N=C(c1ccc([N+](=O)[O-])cc1)N1CCOCC1	-9	-8%	-3%	-16%	-2%	-3%	4%	0%	-4%	0%	-15%
CCOC(=O)c1cc2c(C)[nH]c(C)c2cc(C(=O)OCC)c1=O	34[activator]	9%	-2%	-11%	0%	0%	?	-7%	-2%	7%	3%

Part of the list above, field by field:
CCCc1nc2ccccc2n1C(=S)SC
  Giardia kill = 0
  VP16 counter = ?
  NPC1 promoter act = -9%
  BRCA1 expr act = 2%
  ELG1 genotox = -5%
  p53 reactivation = 3%
  FLuc modulator = -14%
  Rab9 promoter act = 3%
  Menin MLL FP TR = -13%
  RORgamma inh = 11µM*
  PKM2 act = 0%
CCN(CC)C(=O)Cn1cc(C(=O)C(=O)N(CC)C2CCCCC2)c2ccccc21
  Giardia kill = -21
  VP16 counter = 6%
  NPC1 promoter act = -3%
  BRCA1 expr act = -17%
  ELG1 genotox = -1%
  p53 reactivation = -8%
  FLuc modulator = -2%
  Rab9 promoter act = 0%
  Menin MLL FP TR = nt
  RORgamma inh = -11%
  PKM2 act = 1%

Compound activity deposited in PubChem by National Center for Advancing Translational Sciences (NCATS).
